MBNL1 CUG block: MBNL1-poly(CUG) RNA binding inhibition. Q9NR56. TR-FRET MBNL1-His/biotin-(CUG)12 binding, 665/545 ratio. Potency, µM (series often up to 57.5 µM), inactives show at the top dose activity change, negative = inhibition, actives largely listed as inhibitors. 0.036% of 280,000 active; active = well fitted inhibition curve with a large enough effect in the signal ratio, with a control signal flat, not every such curve was filed as active; inconclusive = small, poorly fitted or top-dose-only effect, or effect the other way, or a change in a side signal; inactive = no such curve, though single readings can be large or run the other way; the % refers to the signal ratio; note: % is set by controls: 0 for no effect and ±100 for the full control effect
Target sequence (Q9NR56 whole entry, looked up): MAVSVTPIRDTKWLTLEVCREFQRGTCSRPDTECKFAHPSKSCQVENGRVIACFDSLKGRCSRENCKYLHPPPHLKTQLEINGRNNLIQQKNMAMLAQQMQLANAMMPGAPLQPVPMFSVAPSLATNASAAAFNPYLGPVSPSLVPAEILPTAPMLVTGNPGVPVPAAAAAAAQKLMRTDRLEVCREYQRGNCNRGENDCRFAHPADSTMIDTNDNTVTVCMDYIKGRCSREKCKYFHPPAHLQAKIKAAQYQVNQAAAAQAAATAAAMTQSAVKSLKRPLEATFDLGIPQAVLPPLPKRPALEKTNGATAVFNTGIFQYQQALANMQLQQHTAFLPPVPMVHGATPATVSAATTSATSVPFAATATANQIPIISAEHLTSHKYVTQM
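TR-FRET readout: Ex 340 nm, 665/545 nm emission ratio, normalized to buffer-only (basal) and MBNL1-(CUG)12 controls. Complex of MBNL1-His with Biotin-(CUG)12, compounds 92 nM–58 uM, incubated 60 min at room temperature.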
Rab9 promoter act: Rab9 promoter activation; Potency, µM (highest dose often 9.22 µM), for inactives: at the highest dose activation, negative = inhibition, actives largely listed as activators; AID 485297; Huh7 Rab9 promoter-luciferase reporter, luminescence, 24 h; 2.8% of 320,000 active; note: % of control where 0% means no effect; nearly all actives have a fitted effect of over 60% in size
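Huh7 reporter line, Rab9 promoter upstream of luciferase. Compound exposure 24 h at 37 °C in reduced-serum medium with 10% FBS. Read-out: luminescence.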
BRCA1 expr up: increases BRCA1 expression; MCF7-BRCA1-FFLuc reporter, luminescence, 48 h; response scale: scaled: vehicle 0%, 10 µM genistein 100%; Potency, µM (highest dose often 46.1 µM), for the others: at the top dose activation, usual class: activators; 1.1% of 380,000 active; AID 624202; note: nearly all actives have a fitted effect of over 80% in size; some results filed as inactive show a strong effect at the top dose
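MCF7 cells carrying a BRCA1-firefly luciferase reporter (2000 cells/well, phenol-red free MEM) were attached for 2 h at 37 °C, then given compounds for 48 h. Luminescence was read 15 min after luciferase reagent; activity normalized to genistein (10 microM) and DMSO.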
NPC1 prom act: NPC1 promoter activation. Huh7 NPC1 promoter luciferase reporter, 24 h. Potency, µM (highest dose often 9.22 µM), inactives show top-dose activation, actives largely listed as activators. 2.4% of 320,000 active;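 note: % of control where 0% means no effect; nearly all actives have a fitted effect of over 60% in size; reporter is driven by a mutant NPC1 promoter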
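Huh7 reporter cells (NPC1 promoter driving luciferase) are dosed with compound for 24 h at 37 °C, 5% CO2; luciferase detection reagent is then added and luminescence measured after 10 min at ambient temperature.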
uPA surface inh: cell surface uPA generation inhibition; cell surface uPA generation assay, qHTS; AID 540303; 0.31% of 330,000 active; Potency, µM (titrated, usually from 38.3 µM), without a hit: at the highest dose activity change, negative = inhibition, actives largely listed as inhibitors; active = well fitted inhibition curve with a large enough effect; inconclusive = small, poorly fitted or top-dose-only effect; inactive = no such curve, though single readings can be large or run the other way; tested in mouse RAW 264.7 cells; note: % is set by controls: 0 for no effect and ±100 for the full control effect; nearly all actives have a fitted effect of over 55% in size
ELG1 genotox: genotoxicity induction in ELG1-luciferase HEK293T cells; Potency, µM (series often up to 46 µM), without a hit: at the top dose activity change, positive = activation, most hits filed as activators; AID 504466; HEK293T ELG1-luciferase reporter, luminescence, 16 h; 1.3% of 330,000 active; note: % of control where 0% means no effect; nearly all actives have a fitted effect of over 60% in size
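Luminescence read-out: rising ELG1-luciferase signal, reflecting elevated ELG1 protein under genetic stress, flags genotoxic compounds. Cells were treated for 16 hr at 37 °C before ONE-Glo detection.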
RORgamma inh: inhibitors of mouse ROR gamma transcriptional activity | 5.4% of 310,000 active | Potency, µM (titrated, usually from 53.6 µM), for the others: at the highest dose activity change, negative = inhibition, hits mostly inhibitors | Drosophila S2 Gal4-RORgamma UAS-luciferase reporter, 20 h | P51450; note: % is set by controls: 0 for no effect and ±100 for the full control effect; nearly all actives have a fitted effect of over 60% in size
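Compounds are pin-transferred onto Drosophila Schneider cells expressing a copper-inducible Gal4–ROR gamma transactivation domain fusion. After 1 hr, copper sulfate is added to 700 uM final; luciferase is read 20 hr later.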
Gal4-VP16 FLuc: counter-screen for ROR gamma inhibitors: Gal4-VP16 reporter; Potency, µM (top dose mostly 53.6 µM), for inactives: top-dose activity, negative = inhibition, most hits filed as inhibitors; Drosophila S2 Gal4-VP16 UAS-luciferase, luminescence, 20 h; 3.5% of 310,000 active; AID 2546;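 note: Gal4-VP16 expression switched on by copper sulfate through the metallothionein promoter; % is set by controls: 0 for no effect and ±100 for the full control effect; nearly all actives have a fitted effect of over 50% in size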
p53 reactivator: re-activators of mutant p53; H1299 p53-A138V BP100-luciferase reporter, luminescence, 24 h; Potency, µM (titrated, usually from 92.2 µM), for the others: at the top dose activity change, positive = activation, actives largely listed as activators; 0.063% of 320,000 active; AID 504706; note: % of control where 0% means no effect; nearly all actives have a fitted effect of over 45% in size
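H1299 (p53-null), stable ts p53-A138V + BP100-Luc; 1000 cells/well, Opti-MEM/10% FBS; cpd 4 pt, 1:5; 24 h, 37 deg C, 5% CO2; detection reagent 10 min RT; luminescence.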
FLuc modulator: firefly luciferase modulation, counter-screen for miR-21 project; P08659; 6.9% of 360,000 active; purified FLuc, Km substrates, luminescence inhibition; AID 588342; Potency, µM (highest dose often 57.5 µM), for the others: at the highest dose activity change, negative = inhibition, most hits filed as inhibitors;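 note: plate controls were vehicle for no effect and reference inhibitor for full effect; nearly all actives have a fitted effect of over 55% in size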
Target sequence (P08659 whole entry, looked up): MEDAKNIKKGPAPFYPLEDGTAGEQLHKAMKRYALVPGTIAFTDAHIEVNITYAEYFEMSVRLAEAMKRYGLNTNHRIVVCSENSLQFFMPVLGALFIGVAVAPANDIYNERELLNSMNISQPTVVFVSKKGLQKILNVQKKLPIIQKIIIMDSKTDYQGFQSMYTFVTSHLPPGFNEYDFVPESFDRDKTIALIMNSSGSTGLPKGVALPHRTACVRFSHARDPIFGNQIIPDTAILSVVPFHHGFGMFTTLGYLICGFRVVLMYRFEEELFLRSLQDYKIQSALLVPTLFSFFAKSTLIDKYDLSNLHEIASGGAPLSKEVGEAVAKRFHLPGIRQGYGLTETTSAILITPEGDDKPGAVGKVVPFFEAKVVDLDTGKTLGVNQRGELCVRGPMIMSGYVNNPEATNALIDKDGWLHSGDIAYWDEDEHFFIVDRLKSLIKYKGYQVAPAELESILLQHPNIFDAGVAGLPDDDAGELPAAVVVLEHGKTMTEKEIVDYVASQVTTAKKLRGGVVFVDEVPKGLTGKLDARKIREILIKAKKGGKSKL
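Purified P. pyralis luciferase, 10 nM final, with Km-level 10 uM D-luciferin and 10 uM ATP in 50 mM Tris acetate pH 7.5, 10 mM Mg acetate, 0.01% Tween-20, 0.05% BSA; 6-point qHTS titration about 60 µM downward; luminescence read.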
Active calls of the source: *; ? = inconclusive; nt = no result given; & = joins results of further samples; [ ] = another dose, or the depositor's remark. Unless noted, calls come from the whole dose curve; as a rule, active = well fitted curve in the direction sought with a large enough effect; inconclusive = small, poorly fitted or top-dose-only effect, or another doubt; inactive = no such curve, though single readings can be large; an effect the other way counts as inactive or inconclusive. Potency is the fitted concentration of half-maximal effect.

SMILES	MBNL1 CUG block	Rab9 promoter act	BRCA1 expr up	NPC1 prom act	uPA surface inh	ELG1 genotox	RORgamma inh	Gal4-VP16 FLuc	p53 reactivator	FLuc modulator
S=c1[nH]nc(C2CCCCC2)n1/N=C/c1cccc(Cl)c1Cl	-1%	-2%	-31%	-1%	-1%	1%	3.5µM*	5µM*	4%	0%
O=C(N/N=C/c1c(F)cccc1Cl)C(=O)N1CCCCCC1	-3%	-10%	10%	-2%	6%	3%	-3%	1%	?	2%
CC(OC(=O)CCc1cc(C(C)(C)C)c(O)c(C(C)(C)C)c1)C(=O)NC1CC1 (stereo not given)	nt	0%	-3%	-3%	7%	-5%	nt	nt	-3%	?
Cc1ccc(NC(=O)COC(=O)Cn2cnc3c2c(=O)n(C)c(=O)n3C)c(Cl)c1	-2%	-2%	0%	-4%	2%	5%	33%	-6%	3%	6%
Cc1cc(NC(=O)c2cccc(S(=O)(=O)N3CCOCC3)c2)no1	0%	-3%	-16%	-2%	-2%	-1%	21%	-5%	1%	-2%
CCOC(=O)c1nn(-c2ccccc2)c(-c2ccccc2)c1C(=O)c1ccccc1	4%	2%	-29%	-1%	-6%	-6%	-17%	1%	2%	-1%
O=C(COC(=O)Cc1ccc(Br)cc1)NC1CCCCCC1	-5%	-6%	-12%	-5%	-1%	0%	-1%	-10%	1%	-15%
CSc1nc2ncnc(N)c2[nH]1	-5%	-1%	-9%	-2%	-15%	2%	-7%	-1%	2%	1%
O=C(c1ccccc1)N1CCCCC(Sc2nnc3ccccn23)C1=O (stereo not given)	-3%	0%	2%	-1%	-3%	2%	-2%	0%	4%	3%
CNC(=S)NNC(=O)Cn1ccc(C)n1	12%	nt	-21%	nt	4%	nt	-30%	-5%	nt	3%
O=C(OCc1cn(Cc2ccccc2)nn1)c1ccccc1	-3%	-18%	-3%	-1%	11%	4%	28%	-6%	-1%	-18%
CO/N=C/NC(=O)N1OC[C@@H]2COc3ccc4ccccc4c3[C@@H]21	2%	-9%	-8%	-1%	2%	1%	13%	2%	-2%	0%
COc1cc(CN(C)Cc2cc(=O)oc3cc(C)c(Cl)cc23)ccc1OC(F)F	-3%	?	-53%	23%	-2%	-3%	?	-11%	10%	-2%
COc1ccc(S(=O)(=O)NC2(C(F)(F)F)NC(=O)N(CCc3ccc(OC)c(OC)c3)C2=O)cc1 (stereo not given)	2%	-2%	9%&6%	1%	1%	2%	-1%	-1%	0%	1%&0%
CN(CC(=O)Nc1ccccc1Cl)CC(=O)N1CCc2ccccc21	nt	-3%	0%	-2%	6%	-1%	nt	nt	-5%	0%
CC1(C)Cc2c(sc(NC(=O)C(C)(C)C)c2C#N)C(C)(C)N1	-9%	2%	1%	-1%	-7%	1%	24%	9%	12%	0%
CCN(CC)CCCNC(=O)C1c2ccccc2Oc2ccccc21	-10%	5%	-1%	-3%	-2%	-13%	0%	-10%	-5%	0%
Cc1ccc(OCC(=O)N(Cc2ccc(N(C)C)cc2)C2CCS(=O)(=O)C2)cc1C (stereo not given)	2%	-8%	2%	0%	-8%	0%	35%	1%	-2%	-1%
CCCn1cc(CN2CCC(n3nccc3NC(=O)c3ccccc3)CC2)c(C)n1	-5%	4%	-3%	-1%	-1%	1%	-7%	-4%	11%	3%
COc1ccc(CN(C)C(=O)Cc2c[nH]c3ccccc23)cc1	-3%	-2%[1.84 µM]	10%	-1%	0%	-4%	26%	-3%	-1%	-3%
O=C(Nc1ccc(SC(F)F)cc1)C1=CC=CN2CCS(=O)(=O)N=C12	nt	-3%	11%	-3%	-2%	3%	nt	nt	-7%	?
CCOCCCNS(=O)(=O)c1ccccc1	-15%	0%	12%	-2%	nt	2%	-22%	0%	-2%	-1%
O=C(O)Cc1ccc(NC(=O)C2CCCCC2C(=O)O)cc1 (stereo not given)	-14%	6%	0%	3%	0%	-4%	-19%	2%	8%	0%
Nc1nc(-c2ccco2)nn1S(=O)(=O)c1ccccc1	-12%	1%	0%	-3%	11%	5%	13%	-2%	0%	5%
N=C1SC(c2ccccc2)C(=O)N1c1ncc(Cc2ccccc2)s1 (stereo not given)	nt	-4%	-6%	-2%	1%	0%	7.1µM*	7.9µM*	19%	-2%
Cc1ccc(S(=O)(=O)N(NC2=NS(=O)(=O)c3ccccc32)C(=O)c2ccccc2)cc1	nt	1%	0%	-4%	0%	-1%	-5%[10 µM]	0%	-15%	8%
c1coc(-c2nc3nc4ccccc4nc3n2CC2CCCO2)c1 (stereo not given)	?	0%	-54%	-3%	nt	-10%	?	?	-3%	-14%
CN(C)C=NC(=O)/C(C#N)=C/c1ccccc1	-1%	12%	-10%	-3%	0%	0%	-20%	5%	8%	?
CCOC(=O)c1cc(-c2ccccc2)sc1NC(=O)COC(=O)c1cccc(S(N)(=O)=O)c1	-4%	-6%	-9%	-11%	5%	23%	?	-29%	-3%	-1%
Cc1ccc(OCC(=O)Nc2ccccc2N2CCCC2)c(C)c1	-5%	-3%	-2%	-7%	-5%	-2%	-11%	-27%	-2%	?
CC(=O)c1c(-c2ccccc2)c2cc(Cl)ccc2[nH]c1=O	-16%	-14%	-26%	6%	2%	-5%	-13%	-6%	-4%	-5%
CCCCCCCc1ccc(-c2ccc(O)cc2)nc1	-4%	3.2µM*	?	?	4%	?	?	?	14%	19µM*
CCNc1nc2nonc2nc1NCC	19%	-6%	6%	2%	-8%	-2%	-1%	3%	-19%	1%
Cc1cc(C(=O)CCl)c(C)n1-c1cccc([N+](=O)[O-])c1	22%	-6%	-89%	-14%	nt	17%	8.9µM*	?	-11%	0%
CCc1ccc(-c2cc(C)no2)cc1S(=O)(=O)N1CCN(c2cc(C)ccc2C)CC1	0%	0%	-20%	-4%	4%	-6%	-20%	-10%	11%	1%
O=c1cc(O)c2c(=O)n(-c3ccccc3)c3c(c2o1)CCCCC3	nt	0%	-1%	-3%	-1%	0%	-9%	-17%	-14%	4%
FC(F)(F)c1cc(-c2ccccc2)nc(-n2cncn2)n1	-6%	-14%	-13%	-1%	nt	-13%	-25%	4%[0.365 µM]	-2%	-2%
Cc1cccc(-n2cnc3cc(C(=O)N4CCCCC4)ccc32)c1	-18%	?	?	?	nt	20%	?	12%	?	24µM*
Cc1cc(NC(=O)CSCC(=O)N2CCN(c3cccc(C)c3C)CC2)no1	nt	-3%	0%	-2%	2%	-2%	nt	nt	-7%	2%
COc1cc(C(C(=O)NC2CCCCC2)N(C(=O)Cc2c[nH]c3ccccc23)c2ccccc2C)cc(OC)c1OC (stereo not given)	?	-8%	-47%	-6%	4%	-2%	-1%	-19%	6%	0%
COc1ccc(OC)c(NS(=O)(=O)c2ccc(NC(=O)c3ccc(NS(C)(=O)=O)cc3)cc2)c1	-4%	-3%	-22%	-3%	-1%	-10%	?	-17%	1%	-2%
O=C(Nc1ccccc1)c1ccccc1OS(=O)(=O)c1ccccc1	2%	8%	15%	2%	1%	1%	19%	1%	9%	2%
Cc1c(NC(=O)/C(C#N)=C/c2c(N3CCCCC3)nc3ccccn3c2=O)c(=O)n(-c2ccccc2)n1C	nt	-3%	-5%	-1%	3%	0%	18%	-14%	3%	1%
O=C(O)c1c(Cl)c(Cl)c(Cl)c(Cl)c1C(=O)N1CCOCC1	0%	-3%	-11%	-2%	3%	-5%	-20%	7%	12%	6%
CN(C)S(=O)(=O)c1cc(NC(=O)CN2CCN(c3ccccc3O)CC2)ccc1Cl	-1%	-8%	-30%	-3%	-6%	-10%	35%	-19%	-3%	-1%
CC(C)S(=O)(=O)c1csc(C(=O)Nc2ccc(F)cc2)c1N	8%	0.56µM*	?	0.56µM*	?	2.9µM*	?	-5%	14%	6µM*
Clc1cccc(Cl)c1-c1nnc2cccc(Cl)n12	16%	-4%	-16%	-5%	2%	-1%	-29%	3%	-7%	5%
CCc1ccc(Nc2cc(C)nc3nc(C)nn23)cc1	5%	3%	1%	0%	-9%	1%	-26%	0%	0%	0%
O=C(C1CCC1)N1CCC(c2nc3c(nnn3Cc3c(F)cccc3Cl)c(=O)[nH]2)CC1	-3%	2%	-15%	-2%	1%	0%	6%	-7%	-5%	0%
COc1ccc(CCNC(=O)CC(NS(=O)(=O)c2ccc(NC(C)=O)cc2)C(C)C)cc1OC (stereo not given)	0%	-1%	-2%	1%	-4%	0%	18%	-7%	1%	0%
C=CCNC(=O)CSc1nnc(-c2ccccc2Br)n1-c1cccc(C(F)(F)F)c1	-7%	-3%	-33%	-2%	0%	1%	18%	-3%	-5%	-1%
COc1ccc(-c2cc(C(N)=O)nc(N3CCCCCC3)n2)cc1	0%	-3%	0%	11%	6%	0%	0%	7%	1%	3%
CCCc1ccc2oc(C(=O)NCCc3nc(C(=O)OCC)cs3)c(C)c2c1	3%	2µM*	-8%	4µM*	-2%	14%	nt	nt	nt	13µM*

Bioassay records as filed in PubChem.

Hits appear at their usual frequency, and some 13% of all compounds hit somewhere here.
